Bioassay records (PubChem)
Vif-APOBEC3F blk: qHTS for Inhibitors of Vif-A3F Interactions: qHTS | AID 602313, 2012 | Potency, µM (doses to about 46.1 µM), for inactives: at the highest dose activity, negative = active | HeLa A3F-eYFP + Vif (tagged APOBEC3F with the HIV-1 protein that degrades it), YFP fluorescence increase | 390,000 tested, 0.2% active; note: potency is the fitted concentration of half-maximal effect; % of control where 0% means no effect; nearly all actives have a fitted effect of over 65% in size
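HeLa cells stably expressing Vif plus C-terminally eYFP-tagged A3F were seeded, incubated overnight at 37 deg C, dosed with compound, incubated overnight again at 37 deg C. Yellow fluorescence (Ex 488/Em 500-530) reported blocked Vif-mediated A3F-eYFP degradation.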
Vif-A3G inh: qHTS for Inhibitors of Vif-A3G Interactions: qHTS | AID 602310, 2012 | DNA dC->dU-editing enzyme APOBEC-3G (Homo sapiens), Q9HC16 | Potency, µM (series often up to 46.1 µM), without a hit: at the top dose activity, negative = active, most hits filed as inhibitors | HeLa A3G-eYFP + Vif (tagged APOBEC3G with the HIV-1 protein that degrades it), YFP fluorescence, overnight | 410,000 tested, 0.076% active;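 note: potency is the fitted concentration of half-maximal effect; % is set by controls: 0 for no effect and ±100 for the full control effect; nearly all actives have a fitted effect of over 60% in size; hits raise eYFP signal because A3G escapes Vif-driven loss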
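HeLa cells stably expressing Vif and C-terminally eYFP-tagged A3G, seeded overnight at 37 deg C, then exposed to compound by pintool overnight at 37 deg C. Rise in yellow fluorescence (Ex 488/Em 500-530, Acumen) marks blocked Vif-driven A3G degradation.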
D1 PAM: Potentiators of Human D1 Dopamine Receptor: qHTS; D(1A) dopamine receptor (Homo sapiens), P21728; 360,000 tested, 0.036% active; potentiation, % at 10 µM; AID 504651, 2011; HEK293 TREx D1 cells, calcium flux, dopamine EC20 potentiation; in the data active = potentiation above about 30%; note: 0% is about no effect
RXFP1 agonist: qHTS Assay for Agonists of the Relaxin Receptor RXFP1; Relaxin receptor 1 (Homo sapiens), Q9HBX9; HEK293T-RXFP1 cAMP TR-FRET, 30 min; response scale: percent of porcine relaxin response, buffer zero; Potency, µM (titrated, usually from 57.5 µM), without a hit: at the top dose activation, hits mostly activators; 370,000 tested, 0.3% active; note: potency is the fitted concentration of half-maximal effect; % is set by controls: 0 for no effect and ±100 for the full control effect; nearly all actives have a fitted effect of over 60% in size; many of its hits are not listed in these tables
Target sequence (Q9HBX9 whole entry, looked up): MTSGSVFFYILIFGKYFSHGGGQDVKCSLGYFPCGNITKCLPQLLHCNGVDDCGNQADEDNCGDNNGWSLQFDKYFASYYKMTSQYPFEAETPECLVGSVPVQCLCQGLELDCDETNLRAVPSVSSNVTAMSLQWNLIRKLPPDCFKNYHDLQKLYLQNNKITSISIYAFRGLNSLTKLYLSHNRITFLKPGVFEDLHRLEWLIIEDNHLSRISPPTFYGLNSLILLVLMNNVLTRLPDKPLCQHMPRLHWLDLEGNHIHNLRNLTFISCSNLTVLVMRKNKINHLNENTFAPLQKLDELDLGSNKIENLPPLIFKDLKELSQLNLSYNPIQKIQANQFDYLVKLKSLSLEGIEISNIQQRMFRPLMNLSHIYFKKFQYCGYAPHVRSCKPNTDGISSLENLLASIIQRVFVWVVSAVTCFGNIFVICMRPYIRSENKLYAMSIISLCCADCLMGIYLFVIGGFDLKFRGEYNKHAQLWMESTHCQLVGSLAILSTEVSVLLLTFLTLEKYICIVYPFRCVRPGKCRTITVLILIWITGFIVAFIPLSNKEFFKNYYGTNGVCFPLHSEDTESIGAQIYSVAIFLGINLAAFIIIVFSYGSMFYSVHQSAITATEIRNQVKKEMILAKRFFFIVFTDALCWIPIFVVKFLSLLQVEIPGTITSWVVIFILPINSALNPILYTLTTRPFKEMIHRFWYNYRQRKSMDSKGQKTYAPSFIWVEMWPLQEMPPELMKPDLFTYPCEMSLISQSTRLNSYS
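HEK293 cells stably expressing RXFP1, treated 30 min at 37C with compounds plus PDE4 inhibitor Ro 20174; cAMP measured by HTRF TR-FRET. Normalized to buffer and 29 nM porcine relaxin; EC50 by Hill fit.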
LDHA block: qHTS assay for inhibitors of human lactate dehydrogenase. L-lactate dehydrogenase A chain (Homo sapiens), P00338. purified LDHA, NADH/diaphorase-resazurin fluorescence; hits give low values. activity change, % (values are at about 110 or 230 µM). 480,000 tested, 0.15% active. AID 1347041, 2019; in the data active = activity change below about -30%;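 note: plate controls were DMSO wells for no effect and wells without enzyme for full effect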
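LDH5 2 nM; NADH 0.06 mM, pyruvate 0.2 mM; 200 mM Tris pH 7.4, EDTA, Tween-20; 5 min RT. Detection: diaphorase 0.133 mg/mL + resazurin 37 µM, fluorescence ex540/em590 at 0 and 20 min; normalized to enzyme-free and DMSO wells.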
D1 agonist: Allosteric Agonists of the Human D1 Dopamine Receptor: qHTS. AID 504660, 2011. activation, % at 2 µM. HEK293 T-REx D1 cells, calcium flux, agonist mode. D(1A) dopamine receptor (Homo sapiens), P21728. 360,000 tested, 1% active; in the data active = activation above about 30%; note: 0% is about no effect
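Agonism was scored from calcium flux recorded over 180 s (1 read/s) after pintool compound addition, following a 10-cycle baseline. Cells were inducible force-coupled HEK293 TREx D1, plated overnight at 30 C and loaded with no-wash calcium dye.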
D2 PAM: HTS Assay for Positive Allosteric Modulators of the Human D2 Dopamine Receptor: Primary Screen for Potentiators | D(2) dopamine receptor (Homo sapiens), P14416 | HEK293 T-REx D2, calcium flux, EC20 dopamine potentiation | potentiation, % at 10 µM | 340,000 tested, 0.34% active | AID 485347, 2010;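 active = potentiation over 3 SD above the plate norm, cut at about 30% in these data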; note: 0% is about no effect
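Tetracycline-induced HEK293 T-REx cells force-coupled to calcium signalling expressed D2; compounds were pin-added after a 10 s baseline, read kinetically 180 s, then an EC20 dopamine challenge followed with a further 180 s calcium read.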
GRP78 ERSR act: qHTS for Inducers of the Endoplasmic Reticulum Stress Response (ERSR) in Human Glioma: qHTS; U87-MG GRP78 promoter luciferase reporter, 16 h; Potency, µM, for inactives: at the top dose activation, usual class: activators; 420,000 tested, 0.02% active; AID 602332, 2012; note: potency is the fitted concentration of half-maximal effect; series mostly up to about 76 µM; % of control where 0% means no effect; nearly all actives have a fitted effect of over 35% in size
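Stably transfected U87-MG human glioma cells carrying a GRP78-based luminescent sensor were seeded at 1000 cells/well, pin-dosed with compounds and incubated 16 h. Luciferase reagent was then added, and end-point luminescence was read after 10 min at room temperature.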
D1 antagonist: Antagonist of Human D 1 Dopamine Receptor: qHTS; D(1A) dopamine receptor (Homo sapiens), P21728; activity change, negative = inhibition, % at 10 µM; 360,000 tested, 3.2% active; HEK293 TREx D1 cells, calcium flux, dopamine EC80; hits give low values; in the data active = activity change below about -30%; note: % is set by controls: 0 for no effect and ±100 for the full control effect
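HEK293 T-REx cells expressing inducible, force-coupled D1 receptor; no-wash Ca dye, 30–90 min RT. Cmpd → 180 s read at 1 Hz → EC80 DA → 180 s read.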
Active calls of the source: *; . = no result given. Unless noted, calls come from the whole dose curve; as a rule, active = well fitted curve in the direction sought with a large enough effect; inconclusive = small, poorly fitted or top-dose-only effect, or another doubt; inactive = no such curve, though single readings can be large; an effect the other way counts as inactive or inconclusive.

SMILES	Vif-APOBEC3F blk	Vif-A3G inh	D1 PAM	RXFP1 agonist	LDHA block	D1 agonist	D2 PAM	GRP78 ERSR act	D1 antagonist
O=C(Nc1ccc(Br)cn1)c1ccc([N+](=O)[O-])o1	8%	-7%	-3	23%	13	0	-16	-11%	-4
COc1ccc(CN(C(=O)CSc2nnc(-c3c[nH]c4ccccc34)o2)c2ccc(F)cc2)cc1OC	0%	-6%	-4	1.1%	0	1	-9	-8%	0
COCCN(C(=O)c1cc(OC)c(OC)c(OC)c1)c1c(N)n(Cc2ccccc2)c(=O)[nH]c1=O	-36%	0%	9	0.2%	-5	1	-12	4%	0
COc1ccc(CCNC(=O)c2cnc3ccccc3n2)cc1	6%	0%	-9	-1.5%	-1	6	-15	-1%	-13
CCn1c(CCc2nc3ccccc3[nH]2)n[nH]c1=S	4%	1%	0	1.2%	-8	2	.	-6%	-14
O=S1(=O)CCN(Cc2ccccc2C(F)(F)F)CC1	19%	0%	-2	1.0%	-2	0	-2	-2%	.
C[C@H](NC(=O)C1(c2ccccc2)CCN(C(=O)OC(C)(C)C)CC1)C(=O)N[C@@H](C(=O)O)c1ccccc1	-2%	2%	-1	5.2%	-11	0	-6	-1%	6
COCCCNC(=S)N(CCN(C)C)Cc1cc2cc3c(cc2[nH]c1=O)OCCO3	-10%	-1%	-1	3.7%	2	1	-13	-4%	-8
COc1ccc(OC)c(NC(=O)c2sc3nc4c(cc3c2N)CCCCCC4)c1	3%	1%	3	7.2%	5	0	5	5%	12
CCOc1ccc(C(=O)NC2CC(C)(C)NC(C)(C)C2)cc1	-1%	-6%	0	0.3%	1	0	1	-4%	8
Cc1ccc(-c2csc(N(CC3CCCO3)C(=O)c3ccco3)n2)cc1 (configuration not stated)	1%	-17%	-9	-8.4%	0	8	18	6%	-9
CN1CCC(=O)N([C@H](CO)c2ccccc2)CC1	-1%	-2%	-7	2.4%	-2	3	-12	1%	3
O=C(Nc1cccc([N+](=O)[O-])c1)c1ccncc1	-1%	-4%	-9	3.5%	-4	1	-5	-3%	1
CCCc1cc(=O)[nH]c(SCc2nc(-c3ccc(OC)cc3)no2)n1	0%	1%	-1	4.2%	-2	5	.	-1%	8
NCCCC[C@H]1CN=C(N)N1CCCCC1CCCCC1	-3%	-1%	.	.	4	.	.	-3%	.
C[C@H](CO)N1C[C@H](C)[C@@H](CN(C)Cc2ccncc2)Oc2c(NC(=O)C3CC3)cccc2C1=O	1%	1%	.	.	-2	.	.	0%	.
Cc1ccc(SCC(=O)Nc2cccnc2)cc1	-7%	0%	.	.	-1	.	.	5%	.
COc1cc2c(cc1OC)CN(C(=S)Nc1ccc(C)cc1C)CC2	6%	-2%	-5	1.4%	-8	4	6	-2%	-10
Cc1nc2ccccn2c1C(=O)N/N=C/c1ccccc1[N+](=O)[O-]	-2%	-9%	5	1.2%	-2	3	9	0%	1
CCc1nc2oc3ccccc3c(=O)c2c(=O)n1Cc1ccccc1	-5%	-1%	-2	0.6%	-13	1	10	-3%	14
Cc1ccc(NS(=O)(=O)c2cc(N)ccc2Cl)c(C)c1	3%	4%	-9	-2.4%	-3	1	7	2%	-3
COc1cc(Cl)ccc1OCc1cc(C(=O)N2C[C@]3(C)C[C@H]2CC(C)(C)C3)no1	-6%	-7%	8	-1.2%	4	38*	-5	-1%	16
Cc1ccc2nc(NC(=O)c3ccc(S(=O)(=O)N4CCC(C)CC4)cc3)sc2c1	-5%	-2%	0	3.7%	-3	5	-1	-3%	3
Cn1c(NC(=O)c2ccc(Cl)s2)cc(=O)n(C)c1=O	7%	-1%	-4	1.8%	0	1	.	1%	1
O=C(COC(=O)c1ccc(-c2ccc([N+](=O)[O-])cc2)o1)NC(=O)NC12CC3CC(CC(C3)C1)C2	-1%	0%	-2	1.5%	7	1	9	0%	-5
CC(C)(C)c1ccc(C(=O)c2c[nH]c(C(=O)NCc3cccs3)c2)cc1	5%	-12%	-3	5.0%	-6	3	8	0%	4
Cc1ccc(NS(=O)(=O)c2cc(NC(=O)c3ccc4c(c3)NC(=O)CS4)ccc2C)c(C)c1	-8%	-2%	-10	-0.5%	-8	7	-6	-1%	-6
COc1ccc(CCC(=O)OCC(=O)Nc2ccc(OC)c(OC)c2)cc1OC	4%	3%	.	-3.0%	0	5	8	1%	-14
O=C(CNS(=O)(=O)c1ccccc1)N/N=C/c1ccncc1	-3%	-3%	-1	0.5%	-6	2	-2	-4%	-9
COc1ccccc1-c1noc(CCC(=O)Nc2ccc(C)cc2C)n1	4%	0%	-4	-0.4%	-4	-1	-2	0%	-1
O=S1(=O)CCN(Cc2ccccn2)CC1	-6%	-1%	-7	2.5%	-1	6	10	-2%	11
COc1ccc(CNC(=O)Cn2ncn3cccc3c2=O)cc1	.	.	-9	4.9%	.	5	15	.	-3
C(=NN1CCCCCC1)c1ccccc1	7%	-6%	.	.	-7	.	.	2%	.
O=C(N/N=C/c1c[nH]c2ccccc12)c1ccc(Br)cc1	-27%	-11%	-10	3.1%	-3	1	-12	8%	6
O=C(c1ccc(O)cc1)c1ccc(Cl)cc1	0%	-1%	-2	-0.2%	-5	0	7	4%	-8
O=C(O)CN(c1ccccc1)S(=O)(=O)c1cc(C(F)(F)F)cc(C(F)(F)F)c1	-9%	-1%	-3	0.1%	-6	6	0	-4%	1
CCOC(=O)c1ccc(CNC(=O)C2CCC(=O)N(CCc3ccccc3)C2)o1 (configuration not stated)	-3%	-2%	-14	0.4%	1	3	1	-2%	-11
NS(=O)(=O)c1ccc2c(c1)oc(=O)c1cc(S(N)(=O)=O)ccc12	-23%	-1%	-2	-0.2%	18	1	-4	-2%	9
CCOC(=O)C1=C(C)NC(=O)C(C#N)C1c1ccncc1 (configuration not stated)	0%	-3%	-5	0.6%	-5	1	-5	-2%	13
COc1cccc(C(=O)N2CCN(C(=O)COc3ccc4ccccc4c3)CC2)c1	-15%	-2%	-5	-0.2%	-1	2	7	-1%	30
CCc1ccc(NC(=O)Cn2nnc(C(=O)NCCc3ccc(OC)c(OC)c3)c2N)cc1	-18%	3%	5	-0.3%	-11	4	-2	-5%	-17
CN(c1ccccc1)S(=O)(=O)c1cccc(NC(=O)CSc2nccc(=O)[nH]2)c1	-24%	-1%	.	.	-3	.	.	-3%	.
CSc1nc(N(CCO)CCO)c2sc3nc(-c4ccco4)c4c(c3c2n1)CCC4	-23%	-13%	-1	-2.8%	2	2	6	2%	-5
Nn1c(SCC(=O)NC2CCCCC2)nnc1-c1ccc(Cl)cc1	7%	3%	-4	-0.1%	-11	-1	.	-7%	-2
CC(C)c1ccc(OCCCN2CCCC2)cc1	-6%	2%	11	-0.7%	-10	4	5	3%	15
COc1cc(OC)c(NC2c3ccccc3C(=O)N2c2cc(C)ccn2)cc1Cl (configuration not stated)	1%	2%	-2	0.8%	2	0	-6	-1%	7
Cc1cc(NS(=O)(=O)c2ccc(NC(=O)CCCOc3ccccc3)cc2)no1	-9%	-1%	2	-0.2%	-4	1	-17	2%	9
Cc1csc(NC(=O)Cc2c[nH]c3ccccc23)n1	-3%	-12%	-15	-0.2%	-1	1	-3	-1%	-17
CC[C@]12C(=O)N(C)C[C@H]([C@@H]3C(=O)N(C)C(=O)[C@@H]31)N2C(=O)c1ccc(Cl)c(Cl)c1	0%	4%	.	.	-2	.	.	-4%	.
CCOC(=O)c1c(NC(C)=O)sc2c(OCCN(CC)CC)c(Br)ccc12	8%	6%	-1	1.3%	1	3	-6	-4%	7

Grouped by structure: the entries above containing a Cl atom
SMILES	Vif-APOBEC3F blk	Vif-A3G inh	D1 PAM	RXFP1 agonist	LDHA block	D1 agonist	D2 PAM	GRP78 ERSR act	D1 antagonist
Cc1ccc(NS(=O)(=O)c2cc(N)ccc2Cl)c(C)c1	3%	4%	-9	-2.4%	-3	1	7	2%	-3
COc1cc(Cl)ccc1OCc1cc(C(=O)N2C[C@]3(C)C[C@H]2CC(C)(C)C3)no1	-6%	-7%	8	-1.2%	4	38*	-5	-1%	16
Cn1c(NC(=O)c2ccc(Cl)s2)cc(=O)n(C)c1=O	7%	-1%	-4	1.8%	0	1	.	1%	1
O=C(c1ccc(O)cc1)c1ccc(Cl)cc1	0%	-1%	-2	-0.2%	-5	0	7	4%	-8
Nn1c(SCC(=O)NC2CCCCC2)nnc1-c1ccc(Cl)cc1	7%	3%	-4	-0.1%	-11	-1	.	-7%	-2
COc1cc(OC)c(NC2c3ccccc3C(=O)N2c2cc(C)ccn2)cc1Cl (configuration not stated)	1%	2%	-2	0.8%	2	0	-6	-1%	7
CC[C@]12C(=O)N(C)C[C@H]([C@@H]3C(=O)N(C)C(=O)[C@@H]31)N2C(=O)c1ccc(Cl)c(Cl)c1	0%	4%	.	.	-2	.	.	-4%	.

These rows are one share of the data; rates above refer to the full screens.
